L3MBTL1 block = inhibitors of human L3MBTL1; Q9Y468; AlphaScreen L3MBTL1–H3K9me1 peptide binding; Potency, µM (titrated, usually from 57.1 µM), inactives show at the highest dose activity, negative = inhibition, actives largely listed as inhibitors; 0.66% of 230,000 active; AID 485360; further: nearly all actives have a fitted effect of over 60% in size
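L3MBTL1 (50 nM) pre-complexed 30 min with biotinylated H3(1-15)K9me1 peptide (75 nM), then compounds added for 30 min at room temperature; AlphaScreen streptavidin donor/nickel chelate acceptor beads (10 ug/mL final) read after 30 min dark incubation.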
RECQ1 helicase = blocks DNA unwinding by human RECQ1; P46063; RECQ1 DNA unwinding, red fluorescence kinetic read; Potency, µM (series often up to 57.3 µM), for inactives: at the highest dose activity, negative = inhibition, most hits filed as inhibitors; 0.54% of 240,000 active;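 further: plate controls were vehicle for no effect and no enzyme for full effect; nearly all actives have a fitted effect of over 30% in size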
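50 nM RECQ1T1 preincubated 15 min with compound in Tris pH 8.0 buffer with MgCl2, DTT, Tween-20 and 2.5 ug/ml poly(dI-dC); started with 200 nM TAMRA/BHQ-2 forked duplex and 2 mM ATP. Unwinding read as fluorescence (525/598 nm), two reads 2 h apart.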
GAA inhib = blocks human lysosomal alpha-glucosidase | purified human GAA, 4-MU-alpha-glucoside fluorescence | Potency, µM (series often up to 76.9 µM), without a hit: top-dose activity change, negative = inhibition, most hits filed as inhibitors | 0.005% of 200,000 active | AID 1466 | P10253;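 further: plate controls were uninhibited enzyme wells for no effect and no-enzyme background for full effect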
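AC50 values come from Hill fits of compound titrations (up to 77 uM) against 4 nM human enzyme. Substrate 4-methylumbelliferyl-alpha-D-pyranoside at 400 uM, pH 5.0 citrate buffer, 20 min room temperature; fluorescence Ex 365/Em 440 after alkaline stop.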
TRb SRC2 PPI = TRbeta-SRC2 interaction inhibition; P10828; TRbeta-SRC2 peptide binding, fluorescence polarization; receptor liganded with 1 µM T3; Potency, µM (series often up to 106 µM), for the others: at the highest dose activity change, negative = inhibition, actives largely listed as inhibitors; 0.065% of 280,000 active; AID 1469;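 further: plate controls were bound peptide for no effect and peptide without receptor for full effect; nearly all actives have a fitted effect of over 50% in size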
Target sequence (P10828 whole entry, looked up): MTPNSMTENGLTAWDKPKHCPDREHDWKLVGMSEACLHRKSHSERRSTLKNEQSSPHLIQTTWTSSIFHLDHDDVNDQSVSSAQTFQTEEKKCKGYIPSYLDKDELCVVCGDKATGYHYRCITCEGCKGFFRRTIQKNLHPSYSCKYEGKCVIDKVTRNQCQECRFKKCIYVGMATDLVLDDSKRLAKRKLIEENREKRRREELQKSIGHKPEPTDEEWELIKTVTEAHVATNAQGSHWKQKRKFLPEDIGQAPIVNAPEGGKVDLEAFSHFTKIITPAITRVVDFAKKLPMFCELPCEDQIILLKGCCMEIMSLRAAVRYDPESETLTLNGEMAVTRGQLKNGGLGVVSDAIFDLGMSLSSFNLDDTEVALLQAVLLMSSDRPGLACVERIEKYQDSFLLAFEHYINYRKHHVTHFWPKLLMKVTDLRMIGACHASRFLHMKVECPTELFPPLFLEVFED
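Decrease in fluorescence polarization of 20 nM Texas Red SRC2 coactivator peptide flagged inhibition of its binding to 0.6 uM TRb LBD; 1 uM T3 included, incubation 5 hr, ex 555/em 632 nm.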
GAA spleen mod = inhibitors or activators of human alpha-glucosidase in spleen homogenate | Potency, µM (doses to about 79.9 µM), without a hit: at the top dose activity change, negative = inhibition, most hits filed as inhibitors | P10253 | 0.006% of 240,000 active | human spleen homogenate, 4-MU-alpha-glucoside fluorescence;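 further: 0% = enzyme with vehicle and -100% = no enzyme basal signal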
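Enzyme source: human spleen homogenate, 1 ug/well. Buffer 50 mM citric acid/K phosphate pH 5.0, 0.01% Tween-20. 4-MU-alpha-glucoside 1 mM; 37 C x 40 min; NaOH/glycine stop; fluorescence.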
TR SRC2 fluor cs = counter-screen for TRb-SRC2 inhibitors: fluorescence interference; 0.29% of 280,000 active; Potency, µM (series often up to 106 µM), inactives show at the top dose fluorescence change, negative = quenching; TRb/SRC2 Texas Red total fluorescence interference; active means well fitted curve in either direction with a large enough effect; inconclusive means small, poorly fitted or top-dose-only effect
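Human TRβ ligand-binding domain (0.6 uM) and Texas Red SRC2 peptide (20 nM) in Tris buffer with 1 uM T3 and 5% DMSO were incubated with pinned compound for 5 hr at ambient temperature. Total fluorescence was computed as S + 2P (555/632 nm).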
RGS12 GoLoco inh = blocks human Gai1 binding to RGS12 GoLoco peptide, red readout. P63096. Potency, µM (series often up to 61.6 µM), without a hit: top-dose activity, negative = inhibition, hits mostly inhibitors. AID 880. Gai1:RGS12 GoLoco peptide FP, rhodamine, 10 min. 0.44% of 230,000 active; active means well fitted inhibition curve with a large enough effect, not every such curve was filed as active; inactive means no such curve, though single readings can be large or run the other way; further: nearly all actives have a fitted effect of over 30% in size; many of its hits are not listed in these tables
Target sequence (P63096 whole entry, looked up): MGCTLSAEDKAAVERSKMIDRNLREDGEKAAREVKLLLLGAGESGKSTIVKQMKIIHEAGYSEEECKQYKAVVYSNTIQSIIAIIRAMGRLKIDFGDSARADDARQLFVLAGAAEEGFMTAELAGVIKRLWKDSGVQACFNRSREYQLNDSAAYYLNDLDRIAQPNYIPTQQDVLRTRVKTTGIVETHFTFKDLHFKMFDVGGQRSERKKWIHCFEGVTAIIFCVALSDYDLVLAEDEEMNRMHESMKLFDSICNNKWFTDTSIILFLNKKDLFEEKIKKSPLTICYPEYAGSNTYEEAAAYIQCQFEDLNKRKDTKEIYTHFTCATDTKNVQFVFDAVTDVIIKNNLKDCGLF
GAA glycogen = alters human alpha-glucosidase cleavage of glycogen. recombinant GAA, glycogen substrate, Amplex Red glucose oxidase fluorescence. Potency, µM (doses to about 76.4 µM), inactives show at the highest dose activity change, negative = inhibition, actives largely listed as inhibitors. 0.38% of 300,000 active. AID 2100;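 further: 0% = full enzyme reaction and -100% = no-enzyme basal signal; the screen sought inhibitors and activators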
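Natural-substrate format: glycogen cleavage by 4 nM human enzyme, glucose read by Amplex Red coupling (Ex 573, Em 610 nm). Normalized to enzyme and no-enzyme controls.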
Numbers without * were called inactive; i = inactive; u = inconclusive; x = not tested or not shown; & = joins results of further samples; [ ] = another dose, or the depositor's remark. Unless noted, the call rests on the fitted dose curve; in most records, active means well fitted curve in the direction sought with a large enough effect; inconclusive means small, poorly fitted or top-dose-only effect, or another doubt; inactive means no such curve, though single readings can be large; an effect the other way counts as inactive or inconclusive. Unless noted, on the % scale 0 is the no-effect control and ±100 the full control effect; potency means the concentration at half of the fitted maximal effect. The list is partial; count on the stated rates, not on these rows.

SMILES	L3MBTL1 block	RECQ1 helicase	GAA inhib	TRb SRC2 PPI	GAA spleen mod	TR SRC2 fluor cs	RGS12 GoLoco inh	GAA glycogen
CC(Sc1nnnn1-c1ccc(Cl)cc1)C(=O)NCC(=O)Nc1ccc(F)c(F)c1F (stereo unspecified)	1%	-5%	-8%	3%	-7%	1%	7%	-2%
CNC(=O)[C@H](C)/C=C(\c1cccnc1)C(NC(=O)OCc1ccccc1)c1ccc(C(=O)OC)cc1 (stereo partly specified)	x	0%	x	2%	-15%	-4%	-1%	x
Cn1c(-c2ccc(=O)[nH]c2)nc2ccccc21	38%[activator]	i	5%	u	-4%	-8%	3%	-3%
COc1cccc(NC(=O)c2csc3c2CCCC3)c1	11%	-12%	5%	-7%	1%	-2%	10%	10%
S=C(NC1CCCCC1)c1ccc2c(c1)OCO2	-1%	4%	-4%	-1%	-8%	-5%	-3%	-5%
N#C/C(=C\c1cccnc1)C(=O)Nc1ccccc1	10%	-3%	3%	-12%	-8%	17%	-18%	11%
Cc1cc(NS(=O)(=O)c2ccc(NC(=O)c3ccc(Br)o3)cc2)nc(C)n1	x	-3%	-9%	-5%	-17%	-3%	18%	0%
O=C(OCc1cc(-c2ccccc2)no1)c1ccc2ccccc2n1	9%	-2%	-6%	-4%	-3%	-2%	7%	-7%
CCOc1ccccc1C(=O)Nc1ccccc1C(N)=O	x	-4%	6%	-4%	-1%	-8%	-4%	6%
CC(=O)Nc1ccccc1-c1nn[nH]n1	x	i	2%	4%	0%	1%	6%	2%

Profiles from above. Order of values: L3MBTL1 block	RECQ1 helicase	GAA inhib	TRb SRC2 PPI	GAA spleen mod	TR SRC2 fluor cs	RGS12 GoLoco inh	GAA glycogen
CC(=O)Nc1ccccc1-c1nn[nH]n1 across the screens: x	i	2%	4%	0%	1%	6%	2%
N#C/C(=C\c1cccnc1)C(=O)Nc1ccccc1 across the screens: 10%	-3%	3%	-12%	-8%	17%	-18%	11%
O=C(OCc1cc(-c2ccccc2)no1)c1ccc2ccccc2n1 across the screens: 9%	-2%	-6%	-4%	-3%	-2%	7%	-7%
COc1cccc(NC(=O)c2csc3c2CCCC3)c1 across the screens: 11%	-12%	5%	-7%	1%	-2%	10%	10%

More structures
SMILES	L3MBTL1 block	RECQ1 helicase	GAA inhib	TRb SRC2 PPI	GAA spleen mod	TR SRC2 fluor cs	RGS12 GoLoco inh	GAA glycogen
CC(=O)c1nnn(-c2nc(N3CCCC3)nc(N(c3ccccc3)c3ccccc3)n2)c1C	1%[11.4 µM]	3%	-4%	-3%	8%	-6%	-9%	2%
Cc1noc(C)c1S(=O)(=O)N1CCC(C(=O)Nc2ccc(OC(F)(F)F)cc2)CC1	x	i	-9%	0%	2%	-1%	5%	7%
CCOc1ccc(-c2nnc(N(CC)C(=O)C3CCC3)s2)cc1	16%	-4%	u	7%	-7%	1%	13%	0%
CC(C)c1cccc2nc3c(c(C(C)(C)C)c12)Cn1c-3cccc1=O	x	9%	x	-8%	0%	-1%	8%	x
Cc1cc(C(=O)CSc2nnc(-c3cccs3)n2Cc2ccccc2)c(C)n1C	-12%	-7%	-9%	-3%	-6%	-1%	0%	2%
COc1cc2c(-c3ccc(O)cc3)nc3c(c(C)nn3-c3ccccc3)c2cc1OC	7%	-1%	u	-6%	-3%	-1%	3%	4%
COc1cc(OC)cc(C(=O)NCCn2ccc3ccccc32)c1	1%	-7%	-1%[15.4 µM]	-1%	7%	-2%	-3%	-12%
O=C(CN(CC1CCCO1)C(=O)CCC(=O)Nc1nccs1)NCC1CCCO1 (stereo unspecified)	-3%	-1%	1%	0%	-13%	-4%	-1%	3%
O=C(NC1(O)C(=O)c2ccccc2C1=O)c1ccccc1	u	-16%	5%	-28%	-7%	1%	3%	-7%
Cc1ccc(Nc2nc(N)nc(CSc3nc4ccccc4s3)n2)cc1	-6%	-10%	u	3%&4%	-7%	-1%&0%	1%	-1%[76.3 µM]
COc1cc(/C=N/NC(=O)Nc2ccccc2)ccc1OC(C)=O	-1%	-1%	6%	-4%	2%	-4%	0%	0%
COCCNc1nc(C)nc2c1nc(-c1ccccc1)n2CCN(C)C	x	i	x	-4%	2%	-1%	-1%	x
Cc1ccc(C(c2sc3ncnn3c2O)N2CCCCC2)cc1 (stereo unspecified)	46%[activator]	-1%	-6%	1%	-4%	-2%	4%	2%
CS(=O)CSc1nc2c(cc1C#N)CCCC2 (stereo unspecified)	-4%	-5%	-2%	3%	2%	-2%	7%	6%
Fc1cccc(-c2nnn3c2nc(Cl)c2ccccc23)c1	x	-1%	9%	-5%	4%	-3%	4%	-7%
CCOC(=O)c1nnn2c1nc(N1CCN(C)CC1)c1ccccc12	-1%	18%	x	1%	4%	1%	-1%	3%
Cc1ccc(C(=O)NC(=S)Nc2ccccc2N2CCCC2)cc1[N+](=O)[O-]	u	-1%	5%	0%	-3%	0%	7%	-21%
CS(=O)(=O)c1ccc(-c2nn[nH]n2)cc1	x	i	0%	-1%	4%	0%	4%	8%
O=C1CC(C(=O)O)S/C(=N\NC(=O)c2ccc(F)cc2)N1 (stereo unspecified)	11%	-5%	-4%	0%[53 µM]	5%	-1%[53 µM]	-1%	4%
CCN(CC)S(=O)(=O)c1ccc(/C=C/C(=O)Nc2ccc(Br)cc2F)cc1	-3%	1%	3%	9%	-5%	-1%	-3%	-2%
CCN(CC)S(=O)(=O)c1cccc(-c2nnc(-c3ccc(C)cc3)o2)c1	x	i	-3%	2%	0%	0%	10%	-9%
CC(Sc1nc(-c2ccccc2)cc(C(F)(F)F)n1)C(=O)Nc1sc2c(c1C#N)CCC2 (stereo unspecified)	-7%	-15%	-13%	0%	-14%	2%	9%	-10%
CCOC(=O)OCC1OC(c2ccccc2)C=CC1Oc1ccc2oc(=O)cc(C)c2c1 (stereo unspecified)	x	-9%[11.5 µM]	x	-7%[11.2 µM]	27%[17.4 µM]	-1%[11.2 µM]	x	x
Cc1ccccc1OCC(O)CN(CCO)Cc1ccccc1 (stereo unspecified)	11%	0%	-3%	-2%	x	-1%	4%	1%
CCOc1ccc(NC(=O)C2C3C=CC4(CN(C(C(=O)OC)C(C)C)C(=O)C24)O3)cc1 (stereo unspecified)	3%	-10%	2%	3%	-2%	-2%	8%	-4%
O=c1cc(O)c2c(=O)n(Cc3ccccc3)c3ccccc3c2o1	u	-17%	-2%	-9%	x	-2%	41%[activator]	-5%
COc1ccccc1CNC(=O)c1ccc(-c2ccccc2Cl)o1	2%	i	-15%	-10%	-1%	-1%	-5%	-7%
O=C1CN(S(=O)(=O)c2ccccc2)CC(=O)N1CCc1ccccc1	-4%[11.4 µM]	-4%	-3%	9%	-4%	-3%	-2%	3%
Cc1ccc(-c2noc(CCC(=O)N3CCCc4ccccc43)n2)cc1	11%	-3%	-9%	0%	11%	-7%	0%	1%
CSc1ccccc1NC(=O)c1cnc2scc(C)n2c1=O	13%	i	-6%	-4%	-8%	-4%	-7%	0%
CCCCn1c(SCC(=O)N2CCCCC2C)nc2cc(S(N)(=O)=O)ccc21 (stereo unspecified)	6%	i	-5%	1%	2%	-1%	9%	11%
CCOC(=O)CSc1nc2ccccc2n1CC(=O)N(C(C)C)C(C)C	3%	1%	-3%	3%	-10%	-7%	x	6%
CCOC(=O)c1ccc(NC(=O)C(C)N2C(=O)c3ccccc3C2=O)cc1 (stereo unspecified)	-2%	-10%	3%	1%	-11%	2%	-1%	-3%
CCCCOc1ccc(/C=N/NC(=O)C2CCCNC2=O)cc1 (stereo unspecified)	2%	-2%	-13%	-2%	8%	0%	3%	5%
Cc1ccccc1N(CC(=O)NCC1CCCO1)C(=O)C1(C)CC(=O)N=C2C=CC=CN21 (stereo unspecified)	6%	-3%	u	-3%	-1%	-2%	5%	-1%
CCN(CC)C(=O)CSc1ncnc2c1nnn2-c1ccc(OC)cc1	-1%	-1%	u	5%	1%	2%	5%	-1%
CN(Cc1ccco1)c1ncnc2ccc(-c3ccoc3)cc12	u	-11%	x	x	-1%	x	16%	x
COc1ccc(OC)c(N2C(=O)CC(C(C)c3ccccc3)C2=O)c1 (stereo unspecified)	-5%	i	4%	-17%	2%	-4%	0%	12%
O=C(COc1ccccc1C(=O)Nc1ccccc1)NCCc1ccccc1	x	-2%	3%	2%	5%	-3%	7%	-2%
CC(C)(C)NC(=O)c1cc([N+](=O)[O-])ccc1N1CCCCC1	0%	-4%	-6%	6%	-8%	8%	7%	4%
FC(F)(F)c1cccc(Cc2noc(CN3CCCC(CN4CCCC4)C3)n2)c1 (stereo unspecified)	u	i	10%	7%[53 µM]	0%	1%[53 µM]	-4%	4%
Cc1cc(F)c(F)cc1C(=O)N1CCCC1	-4%	-10%	-1%	8%	-12%	-3%	11%	-4%
Cc1noc(C)c1S(=O)(=O)N1CCCC(C(=O)N2CCN(C3CCCCC3)CC2)C1 (stereo unspecified)	3%	-17%	-1%	-16%	-2%	2%	-4%	3%
O=C(Nc1ccc(N2CCCCC2)cc1)c1cccnc1Cl	x	-8%	-8%	0%	3%	0%	79%[activator]	24%
O=C(CC(NC(=O)C(F)(F)F)c1ccccc1)Nc1nnc(CCc2ccccc2)s1 (stereo unspecified)	-9%	10%	5%	-13%	4%	-1%	-2%	13%
COc1ccc(CN2CCNC(=O)C2CC(=O)NCc2cccc(C)n2)c(OC)c1 (stereo unspecified)	4%	-3%	x	-5%	-2%	0%	-7%	7%
COc1ccc(CNC(=O)NC(C)(C)c2cccc(C(C)(C)NC(=O)NCc3ccc(OC)cc3)c2)cc1	-1%	-6%	2%	4%	-5%	7%	13%	15%
CCOc1ccc(N(CC(=O)NC2CCCC2)C(=O)CCC(=O)Nc2ccccn2)cc1	-4%	-12%	-3%	0%	-3%	0%	-5%	6%
O=c1cc(-c2cccs2)oc2ccc(Cl)cc12	5%	-4%	1%	-3%	9%	-4%	x	4%
